Source: PubChem BioAssay
Myeloid diff 2 – induction of myeloid progenitor differentiation, primary screen, cell-based, flow cytometry, MLPCN library; ER-HoxA9 myeloid progenitors, lysozyme-GFP differentiation; calls only at 10 µM; 360,000 compounds, 1% hits; AID 624256, 2012;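 active = normalized GFP-positive differentiation at or above the plate's own cutoff, the solvent-only control mean plus 3 SD; inconclusive = no clear call, values can overlap the other calls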;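 note: cells exposed to compound for four days before flow analysis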
Myeloid diff 2 GFP+ MAC1+ % – second read-out of Myeloid diff 2, no call of its own (marks repeat the call); GFP+ MAC1+ double positive, %; measured here: differentiation confirmed by MAC1 staining
Active calls of the source: *; i = inactive; ? = inconclusive; . = no result given.

SMILES	Myeloid diff 2	Myeloid diff 2 GFP+ MAC1+ %
C[C@H](CO)N1C[C@H](C)[C@@H](CN(C)C(=O)NC2CCCCC2)Oc2ccc(NC(=O)C3CC3)cc2C1=O	i	1.1
O=C(NCc1ccccc1F)c1cccc(S(=O)(=O)N2CCCCC2)c1	i	0.8
CN(Cc1ccc(Cl)cc1)C(CCc1ccccc1)C(=O)NC1CCCCC1 (stereo not given)	i	0.6
COc1ccc(-c2csc(C(C)(O)c3ccccc3)n2)cc1 (stereo not given)	i	0.7
CC(C)c1ccc(NC(=O)C2(C)Cc3c(-c4ccc(N(C)C)cc4)ccnc3O2)cc1 (stereo not given)	i	0.7
CCCC#Cc1ccc2c(c1)O[C@H](CN(C)S(=O)(=O)c1cccc(OC)c1)[C@H](C)CN([C@H](C)CO)S2(=O)=O	i	0.3
COc1cccc(C2(C)NC(=O)N(CC(=O)Nc3ccc(N4CCOCC4)cc3)C2=O)c1 (stereo not given)	i	0.9
O=C(NCCN1CCOCC1)C1CC(=O)N(c2cccc(C(F)(F)F)c2)C1 (stereo not given)	i	0.8
O=[N+]([O-])c1cc([N+](=O)[O-])c(Oc2cccc3ccccc23)cc1NN1CCCCC1	i	0.8
CC(C)Oc1ccc2ccccc2c1CNC[C@H]1O[C@@H](n2ccc(=O)[nH]c2=O)[C@H](O)[C@@H]1O	i	1.6
CC1(C)OC2OC3C(CNCCO)OC(c4ccccc4)OC3C2O1 (stereo not given)	i	1.1
COc1cc(C(=O)Nc2ccc(C(F)(F)F)cc2)ccc1OCC(=O)N1CCOCC1	i	1.3
CC(C)(C)OC(=O)N1CCCC(C(=O)Nc2ccc(C(=O)NCCc3ccccc3)cc2)C1 (stereo not given)	i	0.6
CC1CCCCC1NC(=O)COc1cccnc1[N+](=O)[O-] (stereo not given)	i	1.1
CCCCn1nnnc1C(c1cccc2ccccc12)N1CCN(C/C=C/c2ccccc2)CC1 (stereo not given)	i	3.0
C[C@]12c3[nH]c4ccc(Cl)cc4c3CCN1C(=O)[C@@H](CC(=O)NCCc1ccccn1)C[C@@H]2C(=O)N1CCCCC1	i	1.0
CC(=O)Nc1cccc(-c2cccc3nccn23)c1	i	0.8
O=c1c2ccccc2oc2c1oc1ccccc12	i	0.4
COCC(=O)N[C@H]1CC[C@@H](CC(=O)NCc2ccccc2OC)O[C@@H]1CO	i	4.0
CN=C1N(C)C[C@@H]2[C@@H]3C(=O)N(C)C(=O)[C@@H]3[C@](Cc3ccccc3)(C(=O)OC)N12	i	0.1
C[C@H](CO)N1C[C@H](C)[C@@H](CN(C)S(=O)(=O)c2ccc(F)cc2)Oc2ccc(NC(=O)CCC(F)(F)F)cc2C1=O	i	1.4
Cc1onc(-c2ccccc2)c1C(=O)N1CCC(C)(C(=O)NS(=O)(=O)C2CC2)C1 (stereo not given)	i	0.6
O=C(NCc1ccc(Cl)c(Cl)c1)c1cc(C2CCCCN2C(=O)CCc2ccccc2)on1 (stereo not given)	i	0.5
COc1ccc(OCC(=O)N/N=C/c2cccn2-c2cccc(C(=O)O)c2)cc1	i	0.6
COc1ccc(S(=O)(=O)N2CCOCC2)cc1NC(=O)CSc1cc(C)ccc1C	i	1.4

Some of the entries so far, in CSV form:
SMILES,Myeloid diff 2,Myeloid diff 2 GFP+ MAC1+ %
C[C@H](CO)N1C[C@H](C)[C@@H](CN(C)C(=O)NC2CCCCC2)Oc2ccc(NC(=O)C3CC3)cc2C1=O,i,1.1
O=C(NCc1ccccc1F)c1cccc(S(=O)(=O)N2CCCCC2)c1,i,0.8
CN(Cc1ccc(Cl)cc1)C(CCc1ccccc1)C(=O)NC1CCCCC1 (stereo not given),i,0.6
COc1ccc(-c2csc(C(C)(O)c3ccccc3)n2)cc1 (stereo not given),i,0.7
CC(C)c1ccc(NC(=O)C2(C)Cc3c(-c4ccc(N(C)C)cc4)ccnc3O2)cc1 (stereo not given),i,0.7
CCCC#Cc1ccc2c(c1)O[C@H](CN(C)S(=O)(=O)c1cccc(OC)c1)[C@H](C)CN([C@H](C)CO)S2(=O)=O,i,0.3
COc1cccc(C2(C)NC(=O)N(CC(=O)Nc3ccc(N4CCOCC4)cc3)C2=O)c1 (stereo not given),i,0.9
O=C(NCCN1CCOCC1)C1CC(=O)N(c2cccc(C(F)(F)F)c2)C1 (stereo not given),i,0.8
O=[N+]([O-])c1cc([N+](=O)[O-])c(Oc2cccc3ccccc23)cc1NN1CCCCC1,i,0.8
CC(C)Oc1ccc2ccccc2c1CNC[C@H]1O[C@@H](n2ccc(=O)[nH]c2=O)[C@H](O)[C@@H]1O,i,1.6
CC1(C)OC2OC3C(CNCCO)OC(c4ccccc4)OC3C2O1 (stereo not given),i,1.1
COc1cc(C(=O)Nc2ccc(C(F)(F)F)cc2)ccc1OCC(=O)N1CCOCC1,i,1.3
CC(C)(C)OC(=O)N1CCCC(C(=O)Nc2ccc(C(=O)NCCc3ccccc3)cc2)C1 (stereo not given),i,0.6

(next part)
SMILES	Myeloid diff 2	Myeloid diff 2 GFP+ MAC1+ %
CCOP1(=O)C=C(Sc2ccc([N+](=O)[O-])cc2[N+](=O)[O-])C(C)(C)O1 (stereo not given)	i	0.7
Cc1c(NC(=O)CSc2nnc(-c3ccccc3F)o2)c(=O)n(-c2ccccc2)n1C	i	1.2
CC(O)CC(=O)NOCc1ccccc1 (stereo not given)	i	3.9
O=C(C[C@H]1C/C=C/CC[C@H](Cc2ccc(F)cc2)C(=O)O[C@H](c2ccccc2)CNC1=O)NCCO	i	2.0
CN1C(=O)[C@H]2[C@@H](c3ccccc3)N[C@]3(CCCN(Cc4ccco4)C3=O)[C@H]2C1=O	i	0.8
COc1ccc(Cc2nnc(SC)n2-c2ccc(F)cc2)cc1OC	i	0.8
O=C(N[C@@H]1C/C=C\C[C@@H](CC(=O)N(CCO)Cc2ccccc2)C(=O)NCCOC1=O)OCC1c2ccccc2-c2ccccc21	i	2.7
COc1ccc(NC(=O)N(C)C[C@@H]2Oc3ccc(NC(=O)NC(C)C)cc3CC(=O)N([C@H](C)CO)C[C@@H]2C)cc1	i	1.1
N#Cc1c(N)[nH]c(C(=O)c2ccccc2)c1-c1ccccc1Br	i	0.9
COC(=O)CCCn1cc(CN2CC(N3CCN(C4CCN(C)CC4)CC3)CS2(=O)=O)nn1 (stereo not given)	i	0.8
CC[C@]12C(=O)N(C)C[C@H]([C@@H]3C(=O)N(C)C(=O)[C@@H]31)N2C(=O)c1ccc(Br)cc1	i	2.1
Cc1ccc(Cn2c(C)c(C(=O)NCc3ccc4c(c3)OCO4)sc2=O)cc1	i	2.2
Cc1cnc(NC(=O)C2(C)CCN2C(=O)C(C)C)s1 (stereo not given)	i	1.2
C[C@@H]1COC(=O)[C@H](Cc2ccc(F)cc2)C/C=C\C[C@@H](CC(=O)NCCO)C(=O)N1	i	2.0
CC1=C(C(=O)N(C(C)C)C(C)C)CC(CC(=O)NCCN2CCOCC2)C(=O)N1CCCN1CCCC1=O (stereo not given)	i	0.8
CC1=C(C(=O)OCc2ccccc2)C(c2ccc(C)cc2)NC(=O)N1 (stereo not given)	i	0.8
CCN(CC)CCn1c(=S)[nH]c2cc(C(=O)NCc3ccccc3)ccc2c1=O	i	1.3
OC[C@H]1O[C@@H](c2nc(-c3ccc(C4OCCO4)cc3)no2)[C@H](O)[C@@H]1O	i	0.4
COc1cc(OC)cc(-c2oc(=O)c3cc(OC)c(OC)cc3c2C(F)(F)F)c1	i	1.9
CN(Cc1ccc(Cl)c(Cl)c1)C(c1cc2ccccc2o1)c1nnnn1C(C)(C)C (stereo not given)	i	1.8
Cc1cc(C)c(S(=O)(=O)N2CCN(C(=O)c3cc4ccccc4o3)CC2)c(C)c1	i	2.2
CN(C)c1ccc(-c2ccnc3c2CC(C)(C(=O)NCC2CCOCC2)O3)cc1 (stereo not given)	i	1.0
Nc1nc2ccccc2cc1C(=O)NCc1cccs1	i	2.0
CCCCN1C(=N)N([C@@H](CCC)CN2CCC[C@H]2CN2C(N)=NC[C@H]2CC(C)C)C[C@H]1Cc1ccccc1	i	0.3
Cc1ccc(S(=O)(=O)N2C[C@H]3C(=O)C[C@@H]4C(=O)N(c5ccccc5)C(=O)[C@@H]4[C@@H]3C[C@H]2c2cccc(Cl)c2)cc1	i	1.1

Next structures follow.
SMILES	Myeloid diff 2	Myeloid diff 2 GFP+ MAC1+ %
O=C1C[C@@H]2CCN3C(=O)CCC[C@@H]([C@H]23)[C@H]1Cc1ccccc1	i	0.4
O=C(NC(c1ccc(-c2ccccc2)cc1)c1cnccn1)C1CCN(CCN2C(=O)c3ccccc3C2=O)CC1 (stereo not given)	i	2.2
O=C(Nc1cccc(C(=O)N2CCCC2)c1)C1CCC1	i	0.7
O=C(COc1ccc(F)cc1Br)NCC1(N2CCCCC2)CCCCC1	i	0.7
COc1cccc(CNC(=S)Nc2ccc3c(c2)c(=O)n(C)n3C)c1	i	0.3
CC(=O)OCCCN(C)CC/C=C1/c2ccccc2CSc2ccccc21	i	0.5
CCc1nc2ccc(C(=O)Nc3cc(-c4ccccc4)ccc3OC)cn2c1N(C)Cc1ccc(OC)cc1	i	1.4
CC(C)NC(=O)C1(C)CCN1C(=O)c1c(F)cccc1F (stereo not given)	i	1.0
CC[C@]12c3[nH]c4ccc(OC)cc4c3CCN1C(=O)C(CC(=O)NCCN1CCOCC1)C[C@@H]2C(=O)N1CCN(C(=O)C2CC2)CC1 (stereo not given in full)	i	0.9
C#CCN(C[C@@H]1[C@@H](OC(=O)NC2CCCC2)[C@@H](OC(=O)NC2CCCC2)Cn2c(=O)ccc(=O)n21)S(=O)(=O)c1ccc(C)cc1	?	.
O=C(CN1CCN(c2ccccc2)CC1)Nc1ccccc1C(=O)NCCc1ccccc1	i	0.6
COc1ccc(CNC(=O)COC(=O)[C@@H]2CCCN2C(=O)c2cccs2)cc1	i	0.7
CN(CCc1ccccc1)C(=O)c1cccc(NC(=O)Cc2cccc(NC(=O)C3CCCN(C(=O)c4ccccc4)C3)c2)c1 (stereo not given)	i	0.1
CC(C)C[C@H]1CN([C@@H](Cc2ccc(O)cc2)CN2CCC[C@H]2CN2C(=O)C(=O)NC[C@@H]2Cc2ccccc2)C(=O)C(=O)N1CCc1ccccc1	i	0.6
COC(=O)C1=CN(c2ccc(C)cc2)C(N)=C(C#N)C1c1ccccc1F (stereo not given)	i	0.7
O=C1NC[C@H](Cc2ccc(O)cc2)N(C[C@@H]2CCCN2C[C@H](Cc2ccc(O)cc2)N2C[C@H](Cc3ccccc3)N(CC3CCCCC3)C(=O)C2=O)C1=O	i	1.1
Cc1csc(NC(=O)C2(C)CCN2C(=O)C(C)C)c1C#N (stereo not given)	i	0.2
COC(=O)[C@H](CC(C)C)NC(=O)CC[C@H]1O[C@@H](n2cc(C)c(=O)[nH]c2=O)C[C@@H]1O	i	0.8
CCCOc1ccccc1OCC(=O)Nc1cccc(S(=O)(=O)NC2=NCCC2)c1	i	1.3
C=CC[C@H](CC(=O)NCCO)C(=O)N[C@@H](C)COC(=O)[C@H](CC=C)CC(=O)OC(C)(C)C	i	0.2
COC(=O)[C@@]1(C(C)C)N=C(c2cc(OC)c(OC)c(OC)c2)[C@]2(O1)C(=O)N(C)c1ccccc12	i	1.6
CCc1ccc(N2CC(C(=O)OCC(=O)N(CC)c3c(N)n(Cc4ccccc4)c(=O)[nH]c3=O)CC2=O)cc1 (stereo not given)	i	0.9
CC(=O)Nc1cc(-c2ccc(N3CCN(C)CC3)cc2)cn2c(-c3ccc(S(C)(=O)=O)cc3)cnc12	i	0.5
O=C(COc1ccc([N+](=O)[O-])cc1Cl)NCCN1C(=O)CSC1=O	i	1.5
Cc1ccc(C(=O)OCC(=O)Nc2ccc(N3CCOCC3)cc2)cc1	i	0.7

More structures
SMILES	Myeloid diff 2	Myeloid diff 2 GFP+ MAC1+ %
CCN1C(=O)[C@H]2[C@@H](c3ccc(-c4ccc(Cl)c(Cl)c4)c(OC)c3)N3CCCC[C@@]3(C(=O)OC)[C@H]2C1=O	i	2.2
Cc1nnc(SCC(=O)Nc2ccc(OC(F)F)c(Cl)c2)n(N)c1=O	i	0.7
Cc1cccc(C)c1-n1nnnc1C1c2ccccc2C(=O)N1CCCn1ccnc1 (stereo not given)	i	1.4
O=C(c1[nH]c(C(F)(F)F)nc1-c1ccccc1)N1CCN(c2ncccc2C(F)(F)F)CC1	i	1.3
CC1(C(=O)NS(=O)(=O)c2cccc(F)c2)CCN1C(=O)c1ccccc1 (stereo not given)	i	1.1
O=C(Nc1cccc(Cc2ccccc2)c1)Nc1cccc2[nH]c([C@@H]3O[C@H](CO)[C@@H](O)[C@H](O)[C@H]3O)nc12	i	1.4
CCCS(=O)(=O)NC(=O)C1(C)CCCN(C(=O)COc2ccc(Cl)cc2Cl)C1 (stereo not given)	i	1.2
CCN1C(=O)C(CC(=O)NCCc2ccccc2)N(NC(=O)c2ccc(Br)cc2)C1=S (stereo not given)	i	0.3
O=C(Nc1cccc(S(=O)(=O)N2CCCC2)c1)[C@@H]1O[C@H](CO)[C@H](O)[C@H](O)[C@H]1O	i	1.9
CCOC(=O)CNC(=O)N1C[C@H]2CON(C)[C@H]2C[C@H]1c1ccccc1Br	i	1.5
COc1ccc(NC(=O)CN2CCOCC2)cc1S(=O)(=O)N1CCCCC1	i	0.7
Nc1nc2ccccc2cc1C(=O)NCc1ccc(Cl)cc1Cl	i	0.7
CC(=O)Nc1cc(-c2cccc(C(=O)N(C)C)c2)cn2c(-c3ccc(F)cc3)cnc12	i	0.9
CCC(CO)Oc1cc(NCc2ccccc2)c2ncn(C(C)C)c2c1 (stereo not given)	i	1.0
COC(=O)[C@@]12CCCCN1[C@H](c1ccc(-c3ccc(F)cc3)c(OC)c1)[C@H]1C(=O)N(C)C(=O)[C@H]12	i	1.6
CCOC(=O)Nc1ccc2c3c(cccc13)-c1ccccc1-2	i	1.1
O=C(CC[C@H]1O[C@@H](n2cnc3c(NC(=O)c4ccccc4)ncnc32)[C@H](O)[C@@H]1O)NCC(c1ccccc1)c1ccccc1	i	0.5
CCN(CC)C(=O)Cn1cc(C(=O)C(=O)Nc2ccc3c(c2)OCO3)c2ccccc21	i	0.7
CCCCCNC(=O)C(c1ccc(OC)cc1)n1c(=O)c(-c2ccccc2)nc2ccccc21 (stereo not given)	i	2.6

Some of the compounds tested; rates above refer to the full screens.
